Screening data deposited in PubChem by several laboratories.
GPR55 antagonists = GPR55 antagonists blocking LPI-driven arrestin recruitment, primary screen, imaging, U2OS, beta-arrestin-GFP, LPI agonist (AID 2013) | hit rate 0.13% among 290,000 | inhibition, % at 10 µM, or IC50 in µM where a hit was titrated | U2OS GPR55 beta-arrestin-GFP translocation imaging, LPI antagonism; higher % means a stronger effect;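 active = spots per cell inhibited over 60%, with over 100 cells counted and total cytoplasm intensity under 500,000; inconclusive = wells with under 100 cells, flagged as likely toxic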;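 also: U2OS cells stably carrying GPR55 and arrestin-GFP stimulated by 5 µM LPI near EC80; imaged beta-arrestin-GFP aggregate spots per cell after agonist stimulation; plate controls were LPI-stimulated DMSO wells for no effect and DMSO wells without LPI for full effect; some results filed as inactive read as strong as hits; confirmed hits need IC50 under 10 µM and bright autofluorescent wells are also inconclusive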
KOR beta-arrestin-1 = kappa opioid receptor blockers – cell-based, luminescence, uHTS (AID 1778) | KOR beta-arrestin recruitment, luminescence, antagonist mode; higher % means a stronger effect | inhibition, % at 10 µM; hits with a dose series show IC50 in µM | hit rate 0.091% among 290,000; in the data active = inhibition above about 50%; also: strong numbers were not always called active
NOD1 inhibition = inhibition of NOD1-driven NF-kB reporter – cell-based, luminescence, uHTS, primary screen (AID 1578). NOD1-driven NF-kB luciferase reporter cells, luminescence; higher % means a stronger effect. inhibition, % at 4 µM; hits with a dose series show EC50 in µM. hit rate 1% among 290,000; in the data active = inhibition mostly above about 36%, no sharp cut-off; inactive = mostly below about 34%;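 also: HEK-293T reporter cells stimulated with the NOD1 agonist gamma-tri-DAP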
Dengue-2 NS5 capping = flavivirus cap methylation enzyme inhibition – biochemical, confirmation dose response, primary screen (AID 588689); Dengue-2 NS5 methyltransferase capping enzyme assay, biochemical; higher % means a stronger effect; inhibition, % at 25 µM, or IC50 in µM where a hit was titrated; hit rate 0.3% among 340,000; in the data active = a potency from the dose series; inconclusive = inhibition above about 29% without an active follow-up result
West Nile virus CPE = inhibition of WNV-induced cytopathic effect – cell-based, CPE readout (AID 1621); West Nile virus-infected cells, CPE inhibition; higher % means a stronger effect; CPE inhibition, % at 10 µM; hits with a dose series show IC50 in µM; hit rate 0.02% among 290,000; in the data active = a potency from the dose series; inconclusive = CPE inhibition mostly from about 3.7% at the one dose, without a potency; inactive = the rest, 99 in 100 with CPE inhibition below about 2.2%; also: strong numbers were not always called active
HIV fusion peptide = cell-free HIV fusion peptide-binding blockers – biochemical, uHTS, fluorescence dequenching, primary screen (AID 1986); cell-free peptide binding, fluorescence dequenching, 30 min; higher % means a stronger effect; inhibition, % at 20 µM; hits with a dose series show IC50 in µM; hit rate 0.3% among 290,000; in the data active = inhibition mostly above about 52%, no sharp cut-off; inactive = mostly below about 76%; also: some results filed as inactive read as strong as hits
KOR beta-arrestin-2 = KOR agonists, beta-arrestin recruitment, primary screen, cell-based, luminescence, uHTS (AID 1777); one-dose activation, % at 10 µM; EC50 in µM for titrated hits; hit rate 0.02% among 280,000; KOR beta-arrestin recruitment, luminescence; higher % means a stronger effect; in the data active = activation above about 50%, passing the limit was not always enough; also: a part of the inactive calls stands beside numbers as strong as those of hits
GPR35 arrestin U2OS = inhibition of zaprinast-stimulated GPR35 beta-arrestin translocation – imaging, U2OS, beta-arrestin-GFP, zaprinast agonist, primary screen (AID 2058) | hit rate 0.052% among 290,000 | one-dose inhibition, % at 10 µM; IC50 in µM for titrated hits | U2OS GPR35 beta-arrestin-GFP translocation imaging, zaprinast antagonism; higher % means a stronger effect;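 active = inhibition of at least 50% with at least 30 cells and total cytoplasm GFP at most 10,000,000; inconclusive = under 30 cells or total GFP of 10,000,000 plus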
GPR55 activation = selective activators of receptor GPR55 – imaging, U2OS cells, beta-arrestin-GFP redistribution, primary screen (AID 1961); U2OS GPR55 beta-arrestin-GFP redistribution imaging; higher % means a stronger effect; one-dose activation, % at 10 µM; EC50 in µM for titrated hits; hit rate 0.048% among 290,000;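 active = activation above 40% with more than 50 cells counted in the well; inconclusive = wells holding fewer than 50 cells, flagged as toxic or sparse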;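 also: U2OS osteosarcoma cells stably expressing GPR55 and beta-arrestin-GFP; plate controls were DMSO negative control for no effect and LPI positive control for full effect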
Dengue-2 NS5 capping pilot replicate = further read-out of Dengue-2 NS5 capping, marked with its call; inhibition, %; measured here: pilot screen replicate inhibition
Active calls of the source: *; ? = inconclusive; · = no result given; [ ] = dose if it differs, or a comment.

SMILES	GPR55 antagonists	KOR beta-arrestin-1	NOD1 inhibition	Dengue-2 NS5 capping	West Nile virus CPE	HIV fusion peptide	KOR beta-arrestin-2	GPR35 arrestin U2OS	GPR55 activation	others
O=c1[nH]sc2ccccc12	19%	-60%	9%	-5%	?	-1.0%	6.3%	10%	-1.1%
CCCC1CC(C)(C(=O)Cn2[nH]c(=O)ccc2=O)OC1=O (centres undefined)	2%	22%	-16%	4%	·	-2.1%	-6.8%	0%	0.5%
CC(C)(C)c1ccc(OCCNCc2ccccc2)cc1	-4%	20%[20 µM]	-21%	·	-1.5%	1.1%	-7.3%	4%	-0.1%
COc1cccc(OC)c1C(=O)Nc1ccc2c(c1)N(S(=O)(=O)c1cccs1)CCC2	6%	-8%	14%	-9%	1.1%	1.8%	2.4%	10%	-0.1%
CCCn1c(-c2ccc(OC)cc2)nc2ccccc21	4%	0%	-23%	-3%	-0.7%	0.2%	0.8%	-6%	-0.3%
O=C(c1ccco1)N1CCN(C(=O)c2oc(=O)c3ccccc3c2-c2ccccc2)CC1	11%	16%	2%	-1%	0.2%	2.6%	-4.4%	-4%	-0.2%
O=C(NCC(c1cccs1)N1CCOCC1)c1cc(-c2ccccn2)nc2ccccc12 (centres undefined)	2%	6%	-4%	-7%	0.6%	0.4%	·	1%	0.3%
COc1ccccc1NC(=O)CSc1nnc(CNC(=O)COc2ccc(Cl)cc2)o1	-9%	-24%	-7%	-6%	-0.1%	-3.7%	4.3%	0%	0.3%
O=S(=O)(c1ccccc1Cl)N1CCCC1c1nc(-c2cccc(Cl)c2)no1 (centres undefined)	3%	11%	-16%	5%	-1.0%	-0.3%	-0.9%	4%	-0.3%
S=c1[nH]nc(Cc2ccccc2)n1-c1cccc2ccccc12	2%	19%	-6%	-11%	-0.6%	-0.7%	-1.2%	7%	-0.1%
O=C(CCCCCN1C(=O)c2cccc3cccc(c23)C1=O)NC1CCS(=O)(=O)C1 (centres undefined)	-4%	14%	9%	2%	0.1%	-0.2%	0.3%	-6%	-0.1%
Cc1nnn(C23CC4CC(CC(C4)C2)C3)n1	-16%	-46%	3%	-4%	0.3%	-1.0%	0.9%	-1%	0.2%
Cc1ccccc1NC(=S)Nc1cccc([N+](=O)[O-])c1	16%	22%	7%	-3%	0.5%	1.1%	0.3%	15%	0.3%
COc1cccc(Cn2c(Oc3ccccc3)nc3c2c(=O)n(C)c(=O)n3C)c1	3%	-24%	4%	2%	-0.7%	-2.5%	1.0%	5%	-0.1%
CC(CCc1ccc(O)cc1)NC(c1ccccc1)c1ccc(Cl)cc1 (centres undefined)	2%	29%	0%	-2%	-1.2%	0.7%	-0.8%	15%	0.4%
CCC(=O)NCC(c1cccs1)N1CCOCC1 (centres undefined)	4%	2%	2%	-4%	0.7%	0.3%	-1.1%	-2%	-0.2%
Cc1ccc(SCC(=O)OCC(=O)NC2CCCCCC2)cc1	12%	6%	-15%	1%	0.9%	1.1%	0.9%	5%	-0.1%
O=C(Cn1c(C(F)(F)F)nc2ccccc21)NCCCN1CCOCC1	-4%	·	-43%	-7%	-0.1%	1.9%	·	-4%	-0.4%	Dengue-2 NS5 capping pilot replicate=-1.5
CC(C)CNC(C)C(=O)Nc1ccc(S(N)(=O)=O)cc1 (centres undefined)	7%	-12%	-49%	-9%	0.5%	-1.6%	0.3%	8%	-0.5%
Cc1ccc(S(=O)(=O)NCCNC(=O)CN2CCCC2)cc1	-6%	-42%	3%	-2%	0.1%	0.4%	4.5%	6%	0.3%
Cc1cc(-c2onc(C)c2C(=O)N/N=C/c2ccccc2)no1	-6%	10%	-2%	-5%	0.1%	-0.5%	-1.1%	8%	0.6%
COc1cc2c(cc1NC(=O)C(C)Sc1ccc(C)cc1)oc1ccccc12 (centres undefined)	11%	-15%	-8%	1%	-1.2%	0.1%	1.3%	11%	0.6%
NC(=O)c1cc(-c2ccccc2)sc1NC(=O)Cc1ccc(S(=O)(=O)N2CCOCC2)s1	-12%	-72%	0%	-6%	-0.1%	6.8%	12%	-16%	-0.2%
Cc1cc(N2CCN(C(=O)c3ccco3)CC2)n2nc(C)nc2n1	-6%	18%	-5%	-4%	·	3.3%	-1.8%	-12%	0.3%
O=C(NNC(=O)c1ccc(F)cc1)C(=O)N1CCCCC1	8%	16%	-21%	-11%	-0.9%	2.9%	3.5%	-5%	0.2%

Of the compounds above, 5 contain a halogen:
SMILES	GPR55 antagonists	KOR beta-arrestin-1	NOD1 inhibition	Dengue-2 NS5 capping	West Nile virus CPE	HIV fusion peptide	KOR beta-arrestin-2	GPR35 arrestin U2OS	GPR55 activation	others
COc1ccccc1NC(=O)CSc1nnc(CNC(=O)COc2ccc(Cl)cc2)o1	-9%	-24%	-7%	-6%	-0.1%	-3.7%	4.3%	0%	0.3%
O=S(=O)(c1ccccc1Cl)N1CCCC1c1nc(-c2cccc(Cl)c2)no1 (centres undefined)	3%	11%	-16%	5%	-1.0%	-0.3%	-0.9%	4%	-0.3%
CC(CCc1ccc(O)cc1)NC(c1ccccc1)c1ccc(Cl)cc1 (centres undefined)	2%	29%	0%	-2%	-1.2%	0.7%	-0.8%	15%	0.4%
O=C(Cn1c(C(F)(F)F)nc2ccccc21)NCCCN1CCOCC1	-4%	·	-43%	-7%	-0.1%	1.9%	·	-4%	-0.4%	Dengue-2 NS5 capping pilot replicate=-1.5
O=C(NNC(=O)c1ccc(F)cc1)C(=O)N1CCCCC1	8%	16%	-21%	-11%	-0.9%	2.9%	3.5%	-5%	0.2%

(further entries)
SMILES	GPR55 antagonists	KOR beta-arrestin-1	NOD1 inhibition	Dengue-2 NS5 capping	West Nile virus CPE	HIV fusion peptide	KOR beta-arrestin-2	GPR35 arrestin U2OS	GPR55 activation	others
COc1cccc(/C=C/C(=C2/C(=O)N(c3ccccc3)N=C2C)c2ccccc2)c1OC	-12%	-25%	·	-10%	-0.7%	-1.1%	-1.8%	8%	16%
CCOc1ccc2oc(C(=O)N3CCN(Cc4ccccc4)CC3)c(C)c2c1	12%	-10%	-27%	2%	-0.8%	1.3%	-0.2%	3%	-0.3%
CCOc1cccc(NC(=O)C(Cc2cccs2)c2nn[nH]n2)c1 (centres undefined)	13%	6%	10%	8%	0.0%	-2.1%	-2.8%	24%	-0.1%	Dengue-2 NS5 capping pilot replicate=6.1
COc1ccccc1CNC(=O)C1CC2Cn3c(nc4ccccc43)C2N1C (centres undefined)	2%	4%	1%	5%	-0.3%	2.1%	-1.8%	-1%	0.3%
CC(C)c1ccc(NC(=O)CSc2nc3ccccc3nc2N2CCCC2)cc1	10%	-7%[20 µM]	-20%	-3%	-1.0%	2.2%	-3.6%	-2%	0.0%
Cc1ccccc1-c1nc(C#N)c(N2CCCCC2)o1	-3%	16%	-2%	2%	-0.8%	1.8%	-3.2%	25%	0.3%
COC(=O)c1c(NC(=O)COC(=O)c2ccc(Cl)cc2[N+](=O)[O-])sc2c1CCCCC2	15%	18%	-27%	-7%	-0.7%	-0.6%	3.8%	-3%	0.3%
Cc1nc(-c2ccc(S(=O)(=O)Nc3cccc(S(N)(=O)=O)c3)s2)cs1	-1%	28%	0%	·	0.1%	-0.4%	-3.0%	12%	-0.3%
O=C1CC(c2ccccc2)CC(O)=C1C=NCCCO (centres undefined)	7%	-6%	-18%	1%	0.4%	-0.1%	-3.6%	-4%	-0.6%
CN1CCc2c(sc3c2C(=O)NC(c2ccc(-c4cccc(Cl)c4)o2)N3)C1 (centres undefined)	-5%	-38%	-10%	?	·	27%	-0.7%	8%	0.3%
COc1cccc(N/C=C/C(=O)c2ccc(C)cc2)c1	1%	9%	-90%	-4%	-0.2%	-1.0%	-2.6%	0%	-0.1%
N#Cc1nc(COc2ccccc2)oc1NCCN1CCOCC1	-5%	-29%	-7%	-2%	-0.3%	1.1%	-3.7%	8%	-0.3%
COc1cc(C(=O)OCC(=O)Nc2ccc(C(C)=O)cc2)ccc1OCC(=O)N1CCOCC1	8%	-4%	40%	-4%	0.4%	-0.3%	1.5%	-5%	-0.4%
Cc1ccc(N2CC(O)(c3cccs3)[N+]3=C2CCCC3)cc1 (centres undefined)	3%	-14%	-28%	-5%	-1.1%	-1.5%	-3.9%	1%	0.1%
CCOc1ccccc1N1CCN(C(=O)c2cccs2)CC1	-4%	-13%[20 µM]	-11%	-13%	-0.6%	-1.3%	-1.7%	-1%	0.8%
CN(C)c1ccc(C2CC(=O)NC3=C2C(=O)CC(C)(C)C3)cc1 (centres undefined)	-3%	31%	-25%	0%	0.4%	1.1%	7.3%	11%	-0.2%
C=C1C(C(=O)Nc2cccc(OC)c2)C1C(=O)Nc1cccc(OC)c1 (centres undefined)	-5%	-20%	-32%	-6%	-0.1%	-0.2%	6.2%	12%	-0.4%
O=C(CCc1ccccc1)Nc1cccnc1	10%	-23%	-3%	-2%	-0.3%	1.0%	0.2%	-3%	0.0%
Cc1cc(Cl)ccc1NC(=O)NC1CCN(S(=O)(=O)c2ccc(F)cc2)CC1	2%	16%	-4%	-2%	1.0%	0.7%	-1.9%	-2%	-0.1%
CCOc1nc(N=C(N)N)nc2c(C)cccc12	-4%	-31%	21%	·	·	-6.9%	2.3%	13%	-0.1%
CCOC(=O)/C=C/C(=O)OCC(=O)Nc1cccc(Cl)c1Cl	0%	-8%	-36%	-39%	0.2%	-0.6%	-2.1%	-3%	0.9%
Cc1ccc(C(=O)CNc2cccc(Cl)c2)cc1	21%	-6%	-35%	2%	-0.1%	-2.0%	-5.3%	-2%	-0.3%
COc1ccc(C(=O)c2coc3c2C(=O)C(=O)c2ccccc2-3)cc1	-12%	-146%	-3%	34µM*	0.4%	2.6%	25%	12%	0.0%
S=C(NCCc1ccccc1)NCc1ccccc1Cl	10%	-16%	-6%	-8%	-0.5%	3.2%	-1.7%	-12%	0.4%
COC(=O)c1sccc1NC(=O)c1ccnn1C	-1%	-19%	-17%	3%	0.0%	0.3%	3.7%	-6%	0.2%
CCNC(=O)C(Cc1ccccc1)NC(=O)OCc1ccccc1 (centres undefined)	16%	-30%[20 µM]	-14%	·	-0.1%	-0.5%	·	18%	-0.1%

Among those listed so far, these have a nitro group on carbon:
SMILES	GPR55 antagonists	KOR beta-arrestin-1	NOD1 inhibition	Dengue-2 NS5 capping	West Nile virus CPE	HIV fusion peptide	KOR beta-arrestin-2	GPR35 arrestin U2OS	GPR55 activation	others
Cc1ccccc1NC(=S)Nc1cccc([N+](=O)[O-])c1	16%	22%	7%	-3%	0.5%	1.1%	0.3%	15%	0.3%
COC(=O)c1c(NC(=O)COC(=O)c2ccc(Cl)cc2[N+](=O)[O-])sc2c1CCCCC2	15%	18%	-27%	-7%	-0.7%	-0.6%	3.8%	-3%	0.3%

An excerpt (hit frequency here may not be typical).
